High-throughput results: PubChem, several laboratories
5HT1E ag = 5-HT1E (human) receptor agonism. P28566. CHO 5-HT1E Ga15 NFAT-bla reporter, FRET; 0% DMSO wells, 100% control agonist wells. activation, % at 6 µM. actives 0.69% (n = 65,000);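 active means activation above a set limit, the screen-wide mean activation plus 3 SD, cut at about 8.5% in these data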;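 further: 100% = positive control agonist at 1 µM giving full maximal response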
Target sequence (P28566 whole entry, looked up): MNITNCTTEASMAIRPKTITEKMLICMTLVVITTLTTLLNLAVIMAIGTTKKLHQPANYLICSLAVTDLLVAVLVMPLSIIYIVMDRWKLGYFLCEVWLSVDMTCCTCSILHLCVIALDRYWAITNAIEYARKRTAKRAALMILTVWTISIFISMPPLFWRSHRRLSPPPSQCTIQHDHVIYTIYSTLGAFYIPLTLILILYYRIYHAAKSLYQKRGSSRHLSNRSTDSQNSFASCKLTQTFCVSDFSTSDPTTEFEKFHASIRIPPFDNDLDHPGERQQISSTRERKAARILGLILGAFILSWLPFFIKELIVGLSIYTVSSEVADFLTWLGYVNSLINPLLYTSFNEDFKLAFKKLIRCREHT
Abs 340nm = compound absorbs light at 340 nm; fold change at 10 µM; compound absorbance at 340 nm, fold over control; 65,000 tested, under 10 active;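 active means at 10 µM dose, initial 340 nm absorbance at least 2 fold that of control wells; inactive means change under 2 fold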;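 further: initial absorbance extrapolated from kinetic A340 decline of NADH oxidation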
Fluor 339 460 = intrinsic fluorescence of library compounds, ex339/em460 – biochemical, MLSMR library, data from DPM-DC assay, artefact control, profiling panel; fluorescence fold increase at 10 µM; actives 5.5% (n = 65,000); compound autofluorescence, ex339/em460 nm, NADH buffer; hits give high values; 1 = no-compound wells, NADH background;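 active means at 10 µM, mean starting fluorescence two-fold or more over control wells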;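 further: signal is the first read of a kinetic run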
HTR1E antagonist = 5-HT1E (human) receptor antagonism; actives 0.99% (n = 65,000); P28566; inhibition, % at 6 µM; AID 571; CHO 5-HT1E Ga15 NFAT-bla reporter, FRET, antagonist;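 active means inhibition above a set limit, the mean inhibition across every tested compound plus 3 SD, cut at about 29% in these data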;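 further: signal is the 460 over 535 nm emission ratio of beta-lactamase substrate; 0% = agonist plus DMSO wells and 100% = wells without agonist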
5HT1a antag = 5-HT1a (human) receptor antagonism | P08908 | CHO 5-HT1a Ga15 NFAT-bla reporter, antagonist mode | inhibition, % at 10 µM | actives 0.68% (n = 62,000) | AID 612;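 active means inhibition above the mean of all tested compounds plus 3 SD, cut at about 43% in these data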;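 further: receptor stimulated by 5-CT agonist at 100 nM near EC80; beta-lactamase reporter measured by ratiometric fluorescence of a cleavable substrate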
Target sequence (P08908 whole entry, looked up): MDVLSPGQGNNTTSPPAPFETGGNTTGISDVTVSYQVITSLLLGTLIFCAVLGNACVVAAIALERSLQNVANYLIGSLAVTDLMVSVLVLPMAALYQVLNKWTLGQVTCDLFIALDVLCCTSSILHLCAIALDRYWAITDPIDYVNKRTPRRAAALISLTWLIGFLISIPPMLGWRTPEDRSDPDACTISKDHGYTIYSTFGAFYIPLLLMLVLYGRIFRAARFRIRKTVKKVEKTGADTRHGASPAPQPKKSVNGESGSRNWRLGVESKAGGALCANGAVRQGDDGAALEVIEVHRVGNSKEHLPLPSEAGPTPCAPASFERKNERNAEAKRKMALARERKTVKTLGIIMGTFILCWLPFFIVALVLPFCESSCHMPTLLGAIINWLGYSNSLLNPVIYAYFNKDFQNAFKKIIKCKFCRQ
S1P1 ag pot = S1P1 (human) agonism or agonism potentiation; P21453; S1P1 CRE-bla cells, forskolin, beta-lactamase FRET, potentiator mode; S1P1 agonist co-added at EC20, 2 nM; 100% = saturating reference agonist, 0% = basal; activation, % at 9.5 µM; actives 0.57% (n = 56,000); AID 449;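 active means activation above a cutoff set at the mean activation of all tested compounds plus 3 SD, cut at about 54% in these data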;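 further: forskolin at 4 µM as EC80 and the EC20 agonist is SEW2871; 100% = SEW2871 at its EC100 plus forskolin at EC80; some compounds past the cut are filed as inactive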
S1P3 ag = S1P3 (human) receptor agonism; actives 0.1% (n = 60,000); activation, % at 4.5 µM; Q99500; S1P3 NFAT-BLA reporter cells, FRET ratio; relative to 1 µM S1P, basal subtracted;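 active means activation above the screen-wide mean plus 3 SD, cut at about 4.5% in these data, passing the limit was not always enough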; further: some compounds called inactive have numbers as strong as hits
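Assay system: stable CHO line with human S1P3, Gα16, NFAT-BLA reporter; Detection: FRET β-lactamase substrate fluorescence, excitation 405 nm, 460/535 nm emission ratio, background-subtracted; Read-out: percent activation versus median 1 µM S1P response, basal-subtracted, per plate; Incubation: cells plated overnight, compound 4 h 37 °C, substrate 2 h RT.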
Her2 expr inh = Her2 kinase expression inhibition; AID 645; P04626; actives 0.69% (n = 65,000); HER2 level % of control, % at 10 µM; SKBR-3 HER2 protein level, AlphaScreen, 18-24 h; hits give low values;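 active means HER2 level under 5% of the carrier-only control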;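 further: 100% = DMSO carrier and 0% = 500 nM PU-H71 HSP90 inhibitor; lower value means stronger loss of Her2 protein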
MMP-13 inhibitor = inhibitors of human MMP13. MMP-13 fTHP FRET cleavage, Mca fluorescence. inhibition, % at 4 µM. AID 570. actives 0.07% (n = 65,000). P45452;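 active means inhibition above the mean of compound-free control plate wells plus 3 SD, cut at about 14% in these data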;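 further: 0% = DMSO wells and 100% = wells with reference MMP-13 inhibitor after basal subtraction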
* marks the source's active call; other numbers are inactive results; nt = no result given; [ ] = another dose, or the depositor's remark. These rows are one share of the data; rates above refer to the full screens.

structure,5HT1E ag,Abs 340nm,Fluor 339 460,HTR1E antagonist,5HT1a antag,S1P1 ag pot,S1P3 ag,Her2 expr inh,MMP-13 inhibitor
Cc1cc(N2C(=O)C3CCCN3C2c2cccc(Cl)c2)no1 (centres undefined),0.1,0.98,1.1,3,-6,-8,1.3,93,-6
CCOC(=O)C1=C(C)OC(N)=C(C#N)C12C(=O)Nc1ccc(C)cc12 (centres undefined),-0.7,0.96,1.1,3,-5,-3,-1.0,102,-6
CCC(=NCc1ccc(F)cc1)c1c(O)n(C)c(=O)n(C)c1=O,-0.4,1.1,1.1,7,13,28,-1.6,80,2
CN(C)CCc1nc2ccccc2c(=O)n1-c1ccccc1,5.0,0.98,0.98,-15,8,-14,0.5,75,-1
COc1ccc(CCC(=O)N2CCC3(CC2)OCCO3)cc1,-0.8,1,1.1,14,16,9,-1.0,121,0
CCSc1cc(C2C(C#N)=C(N)Oc3n[nH]c(C)c32)c(C)o1 (centres undefined),-0.4,1,1.1,0,8,nt,-0.8,54,7
Cc1nc2ccccc2c(=O)n1-c1ccc(F)cc1,-0.7,1,1.1,4,2,nt,-0.6,86,3
COc1ccccc1N=C1SCCCN1C,-0.9,1,0.92,-3,10,-8,-1.1,72,-1
COc1ccc2c(c1)c(C(=O)CN1CCN(C)CC1)c(C)n2Cc1ccccc1,-0.8,1,1.2,-2,2,10,-0.9,99,-1
CCC(=NCCN1CCOCC1)c1c(O)n(-c2ccccc2C)c(=O)[nH]c1=O,0.3,0.99,1.2,-8,-7,-19,-0.5,79,-4
CC1CC2(O)c3nonc3CCC2N1O (centres undefined),0.0,0.99,1.1,0,-11,-10,-0.6,166,4
Cn1c(=O)cc(OCC(=O)N2CCC3(CC2)OCCO3)c2ccccc21,0.7,1,1.1,-7,8,-34,-0.7,110,0
Cc1cc(C)n2c(Br)c(CN3CC4CC(C3)c3cccc(=O)n3C4)nc2n1 (centres undefined),-0.1,1.1,1.1,-9,-2,-10,-1.0,85,0
CC(=O)Nc1ccc(S(=O)(=O)NC(CC(=O)N2CCC3(CC2)OCCO3)C(C)C)cc1 (centres undefined),0.5,1,1.1,-4,-9,-6,0.2,120,-5
COc1cc(OC)c(OC)cc1CNCCc1ccc(OC)c(OC)c1,0.5,1.1,1,-9,-2,23,0.3,99,0
CN(C)P1(N(C)C)=NC(C(F)(F)F)=NC(C(F)(F)F)=N1,-0.8,1,1.1,-4,5,-33,-1.0,95,-2
COc1cccc(N2C(=O)NC(=O)C3(Cc4cc(C)ccc4N(C)C3)C2=O)c1 (centres undefined),0.0,1.1,1.2,-6,-5,-25,-0.6,83,2
Cn1cc(C(=O)c2ccccc2)c2ccccc21,-1.2,1.1,1.1,2,13,-14,-0.1,108,1
Nc1ccccc1C(=O)OC1CSC1,-1.4,1,1.9,-13,11,2,-0.2,111,-18
O=C1C2CCCN2C(c2ccc(Cl)cc2)N1c1ccccn1 (centres undefined),0.2,1,1.1,-9,-10,2,-0.4,76,2
CCc1nc2ccccc2c(=O)n1-c1cccc(OC)c1,-0.2,1,1.1,10,3,nt,nt,90,7
CCn1c(O)c(C=NCc2cccs2)c(=O)[nH]c1=O,-0.7,1.1,1.1,-3,-10,nt,-0.8,110,2
O=C(C1CCCO1)N1CCC2(CC1)OCCO2 (centres undefined),0.7,1,1.1,3,-16,-8,-0.4,108,1
N=c1n(CCO)c2ccccc2n1Cc1ccccc1,0.3,1,1.1,-4,9,-20,-0.5,101,-4
CCCNC(=O)c1c(N)n(CC2CCCO2)c2nc3ccccc3nc12 (centres undefined),2.4,1,3.9*,14,-5,-43,2.7,74,-120[fluorescence artefact?]
COC(=O)c1cc(COc2cc(C)cc3oc(=O)c4c(c23)CCC4)c(C)o1,0.5,1,1.7,-12,-11,-13,0.7,87,-15
O=C(c1cc(Br)ccc1Cl)N1CCC2(CC1)OCCO2,-0.6,1,1.1,4,-5,-11,-1.2,111,7
O=C(c1ccc2nc(-c3ccco3)c(-c3ccco3)nc2c1)N1CCC2(CC1)OCCO2,-1.8,1,1.8,-4,-8,-49,0.1,90,-1
C[N+]12CN3CN(CN(C3)C1)C2,-0.2,1,0.98,1,-4,15,-0.1,119,0
CN(C=O)CP(=O)(O)CN(C)C=O,0.0,1,1.1,-6,-23,-7,0.7,105,2
CCC(C)NC(=O)c1c(N)n(Cc2ccc3c(c2)OCO3)c2nc3ccccc3nc12 (centres undefined),30*,1,4*,-39,-172,-460,31*,70,-118[fluorescence artefact?]
COc1ccc(Cn2c(N)c(C(=O)NCc3ccco3)c3nc4ccccc4nc32)cc1,0.3,1.1,4.9*,7,21,-298,7.5*,68,-38
Cc1cc(OCC(=O)O)c2c3c(c(=O)oc2c1)CCCC3,1.1,1,2.5*,2,4,nt,-0.6,127,-156[fluorescence artefact?]
O=C1NC(=O)C(CCc2ccncc2)(c2ccccc2)C(=O)N1,-0.5,1,1.1,-1,3,-4,-0.5,212,37*
CN(C)CCN=Cc1c(O)n(-c2cccc(C(F)(F)F)c2)c(=O)[nH]c1=O,0.4,0.98,1.1,3,-3,-6,-0.6,60,3
CCN(CC)Cc1c[nH]c2ccccc12,0.4,1,1.1,3,13,-3,-0.5,79,4

Gathered by group: those above containing a cyano group.
structure,5HT1E ag,Abs 340nm,Fluor 339 460,HTR1E antagonist,5HT1a antag,S1P1 ag pot,S1P3 ag,Her2 expr inh,MMP-13 inhibitor
CCOC(=O)C1=C(C)OC(N)=C(C#N)C12C(=O)Nc1ccc(C)cc12 (centres undefined),-0.7,0.96,1.1,3,-5,-3,-1.0,102,-6
CCSc1cc(C2C(C#N)=C(N)Oc3n[nH]c(C)c32)c(C)o1 (centres undefined),-0.4,1,1.1,0,8,nt,-0.8,54,7

New compounds follow.
structure,5HT1E ag,Abs 340nm,Fluor 339 460,HTR1E antagonist,5HT1a antag,S1P1 ag pot,S1P3 ag,Her2 expr inh,MMP-13 inhibitor
CC1CCC(NCCc2ccc3c(c2)OCO3)CC1 (centres undefined),0.0,1,1,10,18,-19,-0.6,79,-2
CCS(=O)(=O)N1CCC(C(=O)N2CCC3(CC2)OCCO3)CC1,0.4,1.1,1.1,8,2,3,-0.4,92,-2
N#Cc1ccccc1Cn1cc(C(=O)c2cccs2)c2ccccc21,-0.6,1.1,1.1,8,27,34,-1.3,103,-2
Cn1c(O)c(C=NC2CC3CCC2(C)C3(C)C)c(=O)[nH]c1=O (centres undefined),1.0,1,1.1,-5,-13,-5,0.2,142,6
CCCCN1CCC(C#N)(Nc2ccccc2)CC1,0.2,1.1,1.1,4,0,17,-0.6,107,0
CCOC(=O)c1c(C)n(CCN2CCN(C)CC2)c2ccc(OC)cc12,0.6,1.1,1.1,-1,-9,nt,nt,106,2
CC(=O)C1C(=O)NC23CCCCC2C1c1ccccc1O3 (centres undefined),-0.4,1,1.1,-3,7,nt,-1.4,96,6
c1ccc(CCn2nnnc2CN2CCC(n3nnc4ccccc43)CC2)cc1,0.1,1,1.1,-2,0,7,0.2,67,-9
COc1ccc(Cn2c(O)c(C=NCCN3CCOCC3)c(=O)[nH]c2=O)cc1,0.1,1,1.1,-8,nt,-16,-0.8,86,-2
CN1[C@@H]2CC[C@H]1CC(OC(=O)C1C=Nc3ccccc31)C2 (some centres undefined),0.1,0.99,0.99,6,nt,-5,0.1,61,0
N#CC1=C(N)Oc2c(c(=O)oc3ccccc23)C1c1cccnc1 (centres undefined),0.3,1.1,1.1,1,-18,nt,nt,135,1
C1CNC2NCCNC2N1 (centres undefined),-0.9,1,1.1,2,6,3,-1.1,78,0

4 entries out of the list, sorted by molecular weight, ascending.
structure,5HT1E ag,Abs 340nm,Fluor 339 460,HTR1E antagonist,5HT1a antag,S1P1 ag pot,S1P3 ag,Her2 expr inh,MMP-13 inhibitor
C1CNC2NCCNC2N1 (centres undefined),-0.9,1,1.1,2,6,3,-1.1,78,0
N#CC1=C(N)Oc2c(c(=O)oc3ccccc23)C1c1cccnc1 (centres undefined),0.3,1.1,1.1,1,-18,nt,nt,135,1
CCS(=O)(=O)N1CCC(C(=O)N2CCC3(CC2)OCCO3)CC1,0.4,1.1,1.1,8,2,3,-0.4,92,-2
c1ccc(CCn2nnnc2CN2CCC(n3nnc4ccccc43)CC2)cc1,0.1,1,1.1,-2,0,7,0.2,67,-9

Other compounds follow:
structure,5HT1E ag,Abs 340nm,Fluor 339 460,HTR1E antagonist,5HT1a antag,S1P1 ag pot,S1P3 ag,Her2 expr inh,MMP-13 inhibitor
CCCCCCn1c(=O)c(C(=O)Nc2c(C)n(C)n(-c3ccccc3)c2=O)c(O)c2ccccc21,-0.5,0.98,1.1,-4,-20,-8,-0.4,93,3
CC(=NCc1cccnc1)c1c(O)n(C2CCCCC2)c(=O)[nH]c1=O,-0.1,1,1.1,6,5,7,-0.5,140,0
CCn1c(=O)cc(OCC(=O)N2CCC3(CC2)OCCO3)c2ccccc21,0.2,0.99,1.1,1,-8,-42,-1.1,89,-1
C=CCn1c(O)c(C(CC)=Nc2ccc(N(CC)CC)cc2)c(=O)[nH]c1=O,-0.2,1,1,-5,0,-16,-0.1,94,-4
COc1ccc(C(CC(=O)N2CCC3(CC2)OCCO3)NS(=O)(=O)c2ccc(OC)cc2)cc1 (centres undefined),0.2,1.1,1.1,0,-13,5,-0.8,51,-5
Cc1cc(Cl)ccc1OC(C)C(=O)O (centres undefined),-0.5,0.98,1.2,6,-2,5,-0.3,95,4
CCC1(CC)C(=O)NC(=Nc2cccc(C(F)(F)F)c2)NC1=O,-0.8,0.98,1,-5,1,-10,-0.4,83,0
